XBP1 UPR activ: activators of adaptive XBP1 UPR arm, primary screen, cell-based, CHO-XBP1 luciferase reporter, luminescence, uHTS; IRE1-XBP1 UPR activation; percent of tunicamycin response, DMSO as zero; activation, % at 20 µM; 0.33% of 330,000 active;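 active means versus positive control, 20 µM dose yields 30% or more activation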;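 further: 100% = tunicamycin at 10 µg/mL and 0% = DMSO only wells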
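Material: CHO cell line with stable XBP1 luciferase reporter; schedule: 16-18 h cell attachment at 37 °C, then 6 h compound exposure; signal: glow luminescence from Steady-Glo reagent; medium: serum-containing F12 medium, 10% FBS; benchmarks: tunicamycin 10 µg/mL and vehicle-only wells; read-out: percent activation relative to tunicamycin reference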
UPR CHOP act: activators of apoptotic CHOP UPR arm, primary screen, cell-based, CHO-CHOP luciferase reporter, luminescence, uHTS; AID 449763, 2010; UPR activation; percent of tunicamycin response over DMSO baseline; activation, % at 10 µM; 0.34% of 330,000 active;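 active means at 10 µM dose, activation of 40% or more, normalized to positive control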;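 further: 100% = tunicamycin at 10 µg/mL and 0% = DMSO alone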
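System: CHO-CHOP luciferase reporter cell line; amount: 500 cells/well; buffer or medium: F12 medium containing 10% fetal bovine serum; incubation: 6 h compound exposure at 37 °C after overnight seeding; measured by: luciferase luminescence after 10 min with Steady-Glo reagent; evaluation: % reporter activation, DMSO baseline versus tunicamycin full activation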
Jurkat NFkB inh: inhibitors of induced NF-kB luciferase reporter, primary screen, TCR NF-kB activation inhibitor project, cell-based, luminescence, uHTS | Jurkat, PMA/ionomycin-induced NF-kB luciferase reporter | inhibition, % at 4 µM | 0.53% of 330,000 active; in the data active means inhibition above about 50%
APJ agonist: agonists of human apelin receptor APJ, primary screen, CHO-K1 cells, PathHunter beta-arrestin, luminescence | 0% DMSO wells, 100% apelin | P35414 | 0.11% of 330,000 active | activation, % at 20 µM;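 active means activation more than six SD over the plate average, tested at 20 µM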;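 further: 0% = DMSO alone and 100% = apelin-13 at 10 nM; some results filed as inactive read as strong as hits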
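Incubation: overnight seeding, 90 min compound at 25 °C, 1 h detection; test system: PathHunter CHO-K1 APJ (AGTRL-1) beta-arrestin reporter cells; amount: 1000 cells/well; doses: one dose, 20 µM compound, 1% DMSO; measured by: beta-gal luminescence; measure: agonist-driven arrestin binding to APJ; benchmarks: negative DMSO alone, positive Apelin-13 at 10 nM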
Mdm2 MdmX PPI: inhibitors of human Mdm2-MdmX association, primary screen, cell-based, luminescence, split luciferase, SaOS-2, uHTS; 3% of 330,000 active; AID 485346, 2010; inhibition, % at 8 µM; Protein Mdm4 (Homo sapiens) + E3 ubiquitin-protein ligase Mdm2 (Homo sapiens), …; SaOS-2 split-luciferase Mdm2/MdmX complementation;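 active means inhibition of at least 50% at 8 µM in the primary screen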
Target sequence (O15151 whole entry, looked up): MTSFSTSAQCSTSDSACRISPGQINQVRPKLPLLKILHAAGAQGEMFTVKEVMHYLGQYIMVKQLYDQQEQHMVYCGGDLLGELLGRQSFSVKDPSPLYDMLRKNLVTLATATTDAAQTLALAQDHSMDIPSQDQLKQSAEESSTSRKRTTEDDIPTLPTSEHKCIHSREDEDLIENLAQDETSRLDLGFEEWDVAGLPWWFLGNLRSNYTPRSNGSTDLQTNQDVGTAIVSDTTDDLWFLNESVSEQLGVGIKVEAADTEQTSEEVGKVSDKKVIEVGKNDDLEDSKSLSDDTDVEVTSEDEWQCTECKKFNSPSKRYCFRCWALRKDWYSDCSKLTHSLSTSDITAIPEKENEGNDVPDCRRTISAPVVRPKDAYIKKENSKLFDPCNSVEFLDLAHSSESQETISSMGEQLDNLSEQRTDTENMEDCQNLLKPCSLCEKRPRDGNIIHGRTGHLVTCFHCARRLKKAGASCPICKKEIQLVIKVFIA
Target sequence (Q00987 whole entry, looked up): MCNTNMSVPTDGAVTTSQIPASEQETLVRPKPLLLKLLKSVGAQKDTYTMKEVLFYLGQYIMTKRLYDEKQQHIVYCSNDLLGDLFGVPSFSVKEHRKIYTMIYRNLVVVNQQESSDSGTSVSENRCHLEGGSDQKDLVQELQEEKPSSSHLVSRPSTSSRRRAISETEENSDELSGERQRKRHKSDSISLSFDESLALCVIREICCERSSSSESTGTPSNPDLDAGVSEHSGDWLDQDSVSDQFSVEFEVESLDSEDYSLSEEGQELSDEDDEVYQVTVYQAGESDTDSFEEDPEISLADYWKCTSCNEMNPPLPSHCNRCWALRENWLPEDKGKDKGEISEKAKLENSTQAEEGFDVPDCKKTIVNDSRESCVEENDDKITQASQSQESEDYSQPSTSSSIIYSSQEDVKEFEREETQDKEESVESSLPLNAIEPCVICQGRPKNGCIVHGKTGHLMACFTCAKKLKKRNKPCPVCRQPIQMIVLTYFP
697 NFkB inh: inhibitors of PMA/ionomycin-induced NF-kB reporter, 697 cells, primary screen, B-cell NF-kB inhibitor project, cell-based, luminescence, uHTS; inhibition, % at 4 µM; 697 B-cell NF-kB luciferase reporter, 16 h; 0.33% of 330,000 active; AID 435022, 2010; in the data active means inhibition above about 35%
APJ antag: antagonists of human apelin receptor APJ, primary screen, CHO-K1 cells, beta-arrestin complementation, luminescence | P35414 | 0.32% of 330,000 active | inhibition, % at 20 µM;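 active means inhibition above about 40% at 20 µM, limit read from the data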;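 further: cells challenged with 10 nM apelin-13 agonist together with compound; plate controls were apelin-13 plus DMSO wells for no effect and DMSO wells lacking apelin-13 for full effect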
tim23-1 inh: growth inhibitors of tim23-1 mutant yeast, primary screen, luminescence, uHTS; inhibition, % at 20 µM; 1.3% of 330,000 active; S. cerevisiae tim23-1 growth, BacTiter-Glo luminescence, 24 h; AID 463212, 2010;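 active means growth inhibition of the mutant yeast at or above 50%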;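 further: temperature-sensitive mutant grown at 25 °C; plate controls were DMSO-treated mutant yeast for no effect and medium wells lacking yeast for full effect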
Starred values were filed as active, the others as inactive. The order is random, and some 5% of all compounds hit somewhere here.

| Structure | XBP1 UPR activ | UPR CHOP act | Jurkat NFkB inh | APJ agonist | Mdm2 MdmX PPI | 697 NFkB inh | APJ antag | tim23-1 inh |
| --- | --- | --- | --- | --- | --- | --- | --- | --- |
| O=C(NC1CCCCC1)C(c1ccco1)N(Cc1cccnc1)C(=O)C1COc2ccccc2O1 (stereo not drawn) | 1 | -1.4 | -13 | -3 | 3 | -6 | -17 | 13 |
| COc1ccc(C2C(C(C)=O)=C(O)C(=O)N2C)c(OC)c1 (stereo not drawn) | -3 | -1.1 | 0 | 1 | 8 | 10 | 13 | 9 |
| CC(=O)Nc1ccc(NC(=O)c2cc(-n3cnnc3)ccc2Cl)cc1 | -2 | 0.5 | 3 | 0 | -37 | -8 | -11 | -1 |
| CNS(=O)(=O)c1cc(S(=O)(=O)NC)c2cccc3c2c1NC3=O | 0 | -1.1 | -10 | -1 | -22 | -11 | -9 | 7 |
| C=C(C)CSc1nc2ncc(Cl)cc2[nH]1 | 3 | 1.9 | -6 | 0 | 13 | 11 | 11 | 9 |
| COCCn1c(CN2CCN(C(c3ccccc3)c3ccccc3)CC2)nc2c1c(=O)n(C)c(=O)n2C | -1 | 0.1 | -6 | -2 | -16 | -45 | 15 | 6 |
| Nc1ccc(S(=O)(=O)N2CCCC2C(=O)O)cc1 (stereo not drawn) | -1 | 0.9 | -3 | -1 | 5 | 15 | 8 | -1 |
| O=C(Cc1ccc(Cl)cc1)Nc1cccnc1 | -5 | -0.3 | -4 | 1 | 9 | 7 | -17 | 2 |
| O=C(c1ccc(NS(=O)(=O)c2ccc(F)cc2)cc1)N1CCOCC1 | -1 | 0.1 | 11 | 8 | 6 | -9 | -8 | 9 |
| O=C(COC(=O)COc1ccc(Cl)cc1)NC1CC1 | -1 | 0.9 | 4 | -1 | -18 | -26 | -4 | 29 |
| CC1CCCN(CC(O)COCC2COc3ccccc3O2)C1 (stereo not drawn) | -4 | -1.9 | -8 | 0 | -15 | -42 | -3 | 15 |
| Cc1nn(CC(=O)NC(C)C)c(C)c1[N+](=O)[O-] | -1 | -1.9 | -3 | -2 | -2 | 17 | 3 | 8 |
| O=C1OC[C@@H]2CCCN2C(=O)[C@H](CC(=O)N(CCO)Cc2ccccc2)C/C=C\CC[C@H]1Cc1ccc(F)cc1 | -2 | 3.4 | 12 | -6 | 8 | 14 | 13 | 27 |
| Cn1c(=O)[nH]c(=O)c2c1nc1n2CCCN1CCc1ccccc1 | 1 | 0.5 | 5 | 0 | 7 | -25 | 2 | 15 |
| CCOC(=O)c1ccccc1NC(=O)c1cccc(F)c1 | 2 | -3.1 | -3 | -5 | 16 | -11 | 23 | 9 |
| CCc1nn2c(=O)cc(COC(=O)c3cc(Cl)c(OC)c(OC)c3)nc2s1 | -1 | -1.8 | 2 | -3 | 24 | 2 | -2 | 20 |
| O=C(N/N=C/c1ccccc1)c1ccc(NC(=O)c2ccc(F)cc2)cc1 | 3 | 1.4 | -11 | 0 | 0 | -103 | -15 | -12 |
| Cc1cc(N)ccc1NC(=O)c1ccccc1 | -1 | 1.5 | -1 | 2 | 8 | 18 | 6 | 3 |
| O=C(OCC(=O)N1CCN(C(=O)c2ccco2)CC1)c1cc(F)c(F)cc1Cl | -5 | -0.6 | -11 | -2 | 5 | -32 | -9 | 9 |
| NC(=O)C1CCN(C(=O)CCc2ccsc2)CC1 | 4 | 0.7 | 6 | -3 | 9 | 4 | 17 | -1 |
| O=[N+]([O-])c1cccc(S(=O)(=O)Nc2cccc(-c3ccc(N4CCOCC4)nn3)c2)c1 | -1 | 2.6 | -17 | 18 | 9 | -19 | -13 | 2 |
| O=C(Nc1ccc(NC(=O)c2ccc([N+](=O)[O-])o2)cc1Cl)c1ccco1 | -5 | 7.5 | 14 | 4 | 35 | 5 | -48 | 47 |
| Cc1ccc(N2CC(C(=O)OCc3nc(N)nc(Nc4ccccc4C)n3)CC2=O)cc1 (stereo not drawn) | -4 | -1.0 | -28 | 1 | -6 | -33 | 18 | 33 |
| CCN1CCN(c2nc3c(C)cccn3c(=O)c2/C=C(\C#N)S(=O)(=O)c2ccccc2)CC1 | -2 | 1.3 | 6 | 1 | 15 | 6 | 8 | -8 |
| NS(=O)(=O)c1ccc(CCNC(=O)CNC(=O)Cc2ccccc2)cc1 | -4 | -1.1 | -14 | -1 | -14 | 4 | -14 | 8 |
| CCOC(=O)c1ccccc1NC(=O)COC(=O)CCC(=O)N1CCOCC1 | -4 | 6.9 | 2 | 3 | 1 | -2 | -2 | 3 |
| O=C(CSc1nc(-c2ccc(Cl)cc2)cs1)Nc1cccc([N+](=O)[O-])c1 | 3 | -2.4 | 49 | 0 | 15 | 9 | 10 | -2 |
| CCOC(=O)CNC(=O)CSc1nc(-c2ccc(C)cc2)ns1 | -1 | 1.4 | 0 | -2 | -5 | -5 | 6 | 3 |
| COc1ccc(NS(=O)(=O)c2cc3c4c(c2)C(C)C(=O)N4CCC3)cc1 (stereo not drawn) | -3 | 1.4 | 5 | 0 | 0 | 0 | -7 | -8 |
| CN(CCNC(=O)c1cc2c(=O)n(C)c3ccccc3c2n1C)Cc1ccccc1 | -1 | -0.9 | -11 | -2 | 35 | -2 | 9 | 15 |

3 successive records out of the list so far, quoted:
| Structure | XBP1 UPR activ | UPR CHOP act | Jurkat NFkB inh | APJ agonist | Mdm2 MdmX PPI | 697 NFkB inh | APJ antag | tim23-1 inh |
| --- | --- | --- | --- | --- | --- | --- | --- | --- |
| O=C(NC1CCCCC1)C(c1ccco1)N(Cc1cccnc1)C(=O)C1COc2ccccc2O1 (stereo not drawn) | 1 | -1.4 | -13 | -3 | 3 | -6 | -17 | 13 |
| COc1ccc(C2C(C(C)=O)=C(O)C(=O)N2C)c(OC)c1 (stereo not drawn) | -3 | -1.1 | 0 | 1 | 8 | 10 | 13 | 9 |
| CC(=O)Nc1ccc(NC(=O)c2cc(-n3cnnc3)ccc2Cl)cc1 | -2 | 0.5 | 3 | 0 | -37 | -8 | -11 | -1 |

Later entries
| Structure | XBP1 UPR activ | UPR CHOP act | Jurkat NFkB inh | APJ agonist | Mdm2 MdmX PPI | 697 NFkB inh | APJ antag | tim23-1 inh |
| --- | --- | --- | --- | --- | --- | --- | --- | --- |
| O=C(O)CC(C(=O)O)c1cn(Cc2ccccc2)c2ccccc12 (stereo not drawn) | 0 | -2.0 | -2 | -2 | 17 | 2 | -17 | 0 |
| Cc1cccc(N2CC(C(=O)Nc3nnc(SCCC4OCCO4)s3)CC2=O)c1 (stereo not drawn) | -1 | 0.6 | -6 | -4 | 4 | -6 | -11 | 6 |
| CCNC(=S)N/N=C/c1ccco1 | 0 | 1.7 | -2 | 2 | -15 | 14 | 5 | -2 |
| c1nc(COc2nsnc2N2CCOCC2)cs1 | -2 | 2.2 | 6 | 3 | -4 | 22 | 1 | 10 |
| O=C(COC(=O)c1ccc(Cl)c(S(=O)(=O)N2CCCCC2)c1)NCc1ccco1 | 1 | -0.7 | 8 | -3 | -16 | 0 | 9 | 11 |
| O=C(Nc1ncc([N+](=O)[O-])s1)C1CC(=O)N(c2ccc(F)cc2)C1 (stereo not drawn) | -1 | 3.7 | -3 | -5 | 1 | -10 | 9 | 3 |
| Cc1ccc(-n2nc(C)c3c(C)c(CCC(=O)NCc4ccccc4)c(C)nc32)cc1 | 0 | -1.8 | -1 | -3 | -28 | -11 | -3 | 20 |
| COc1cccc(N2CC(C(=O)Nc3nnc(SCC(=O)NCc4ccco4)s3)CC2=O)c1 (stereo not drawn) | -4 | 0.2 | -5 | -5 | -1 | -11 | 14 | 6 |
| O=C1C(=O)N(CCN2CCOCC2)C(c2ccc(Cl)cc2)/C1=C(/O)c1ccc(S(=O)(=O)N2CCOCC2)cc1 (stereo not drawn) | -1 | -1.6 | -6 | 0 | -3 | 5 | 15 | 14 |
| O=C(COC(=O)[C@H](Cc1ccccc1)NC(=O)c1cccs1)Nc1cc(F)ccc1F | 1 | 0.3 | -7 | -2 | 2 | 2 | 12 | 2 |
| C=CCNc1nc(N(c2ccccc2)c2ccccc2)nc(-n2ccnc2)n1 | 5 | -0.5 | 2 | 0 | 19 | -43 | 9 | 11 |
| Cc1ccc(NC(=O)COc2cccc3ccccc23)c(O)c1 | 2 | 0.9 | 8 | -4 | -1 | 10 | 0 | -2 |
| C=CCNC(=O)CSc1nc2ccccc2c(=O)n1CCc1ccc(OC)c(OC)c1 | -3 | -1.0 | 1 | 0 | -8 | -3 | 3 | 32 |
| COc1ccc(NC(=O)CSc2nc3nc(C)cc(C)n3n2)cc1 | 2 | 0.3 | 13 | 0 | 4 | -3 | -21 | 7 |
| Cc1ccc(-c2ccc(=O)n(CCC(=O)N3CCN(c4ccccc4)CC3)n2)cc1 | 2 | 0.9 | -7 | -2 | 11 | 8 | 12 | 18 |
| Cc1ccc(NCCC#N)cc1C | 0 | 2.0 | 17 | 2 | 18 | -16 | 5 | -2 |
| O=Cc1cccn1-c1cccc([N+](=O)[O-])c1 | -4 | -3.4 | -11 | 0 | 3 | 2 | -18 | 0 |
| S=C(NCc1ccccc1)NC1CCCc2ccccc21 (stereo not drawn) | -3 | -0.6 | 2 | 3 | -12 | -10 | 0 | 0 |
| Cn1c(SCC(=O)NCC2CCCO2)nc2c(c1=O)SCC2 (stereo not drawn) | -2 | 0.9 | 4 | -5 | 22 | -5 | 15 | 7 |
| Cc1cccc(C(=O)NCC(=O)OCC(=O)N2CCN(S(=O)(=O)c3ccc(C)cc3C)CC2)c1 | 1 | -0.2 | 9 | -4 | 6 | 15 | -45 | 11 |
| CCOC(=O)c1c(NC(=O)COC(=O)CNC(=O)c2ccco2)sc(C)c1C | -1 | 3.7 | -47 | -2 | 10 | -13 | 9 | 26 |
| CN(CC(=O)Nc1cccc(F)c1)C(=O)c1ccc(C(=O)c2ccccc2)cc1 | -3 | 0.7 | 11 | -6 | 22 | -19 | 21 | 23 |
| CN(CC(=O)NCc1ccccc1)Cc1ccc(Cl)cc1 | -6 | 0.0 | 1 | -5 | 20 | 17 | 9 | 13 |
| O=C(Nc1ccccc1)c1ccc(S(=O)(=O)NCc2cccnc2)cc1 | -4 | 1.2 | 21 | 1 | -7 | -9 | 4 | 0 |
| COc1ccc(S(=O)(=O)N2CCCCCC2)cc1NC(=O)c1ccccc1F | -2 | -1.3 | 5 | -1 | 11 | -3 | -8 | 22 |
| Cc1ccccc1NC(=O)C1CC(=O)N(c2ccc3c4c(cccc24)CC3)C1 (stereo not drawn) | -2 | 0.8 | -1 | 0 | 19 | 7 | 7 | 11 |
| Cc1ccc(NC(=O)CCc2nc3sc4c(c3c(=O)[nH]2)CCCC4)c(Br)c1 | -3 | 0.4 | -2 | -8 | 29 | 6 | 24 | 11 |
| COC(=O)CNC(=O)c1cc(-c2ccncc2)nc2c(C)c(Cl)ccc12 | -2 | -0.1 | 1 | 1 | 19 | 15 | 18 | 18 |
| O=C(COc1ccc([N+](=O)[O-])cc1)NNC(=O)c1cccs1 | -1 | 1.7 | 9 | -2 | -4 | 5 | -22 | 7 |
| CC1S/C(=N\N=C\c2cccc([N+](=O)[O-])c2)N(C(C)(C)C)C1=O (stereo not drawn) | -3 | -0.4 | 3 | 2 | 17 | -1 | 15 | 0 |
| O=C1C2CCCN2C(=S)N1Cc1ccccc1 (stereo not drawn) | -3 | -1.1 | 18 | 1 | 10 | 10 | 8 | -1 |

Screening data as filed in PubChem.
